Bioassay records (PubChem BioAssay)
BioA inh: BioA (M. tuberculosis) enzyme inhibition; AID 602481; inhibition, % at 9.99 µM; purified M. tuberculosis BioA enzyme, plate reader; 0.096% of 360,000 active; in the data active = inhibition above about 40%
Starred values were filed as active, the others as inactive; & = joins results of further samples.

SMILES | BioA inh
Cc1ccc(S(=O)(=O)N(C)C[C@H]2OCCCC[C@H](C)Oc3ccc(NC(=O)NC(C)C)cc3C(=O)N([C@@H](C)CO)C[C@H]2C)cc1 | 2.1
CO[C@@H]1CN(C)C(=O)c2cc(NC(=O)Cc3ccccc3)ccc2OC[C@@H](C)NC[C@@H]1C | -0.4
C[C@H](CO)N1C[C@H](C)[C@@H](CN(C)S(C)(=O)=O)Oc2ccc(NS(=O)(=O)c3ccc(Cl)cc3)cc2CC1=O | -1.2
C[C@@H]1CCCCO[C@H](CN(C)C(=O)c2ccccc2)[C@H](C)CN([C@H](C)CO)C(=O)c2cc(NC(=O)C3CCCCC3)ccc2O1 | 3.7
C[C@H](CO)N1C[C@H](C)[C@@H](CN(C)Cc2ccncc2)Oc2c(NC(=O)C3CCOCC3)cccc2C1=O | -1.4
Cc1ccccc1S(=O)(=O)N1CCCCN2[C@H](CO)[C@@H](c3ccc(-c4cccc(F)c4)cc3)[C@@H]2C1 | -1.7
COc1ccccc1S(=O)(=O)N[C@@H]1C=C[C@@H](CC(=O)N2CCCCC2)O[C@@H]1CO | -4.0
CCCNC(=O)C[C@@H]1CC[C@H]2[C@H](COc3ccc(NC(=O)c4ccc(OC)cc4)cc3C(=O)N2C)O1 | 0.1
C[C@@H]1CN([C@H](C)CO)C(=O)c2cc(NS(=O)(=O)c3cccs3)ccc2O[C@@H](C)CCCCO[C@@H]1CN(C)CC1CCCCC1 | 0.6
COc1ccccc1CN1[C@H](CO)[C@@H]2c3ccccc3N(C(=O)c3ccc(F)cc3)C[C@@H]21 | -3.4
C[C@@H]1CN([C@H](C)CO)C(=O)c2cc(NC(=O)c3ccncc3)ccc2O[C@@H]1CN(C)S(C)(=O)=O | -1.8
C[C@H]1CN([C@@H](C)CO)C(=O)c2cc(-c3ccccc3F)cnc2O[C@H]1CN(C)C(=O)CN(C)C | -1.2
CN1C(=O)c2cc(NC(=O)c3cccc(F)c3)ccc2OC[C@@H]2O[C@H](CC(=O)N3CCc4ccccc4C3)CC[C@H]21 | -1.5
COc1ccc(C#Cc2cnc3c(c2)C(=O)N([C@H](C)CO)C[C@H](C)[C@@H](CN(C)C(=O)c2ccccc2F)O3)cc1 | -0.6
CO[C@H]1CN(C)C(=O)c2cccc(C#N)c2OC[C@H]2O[C@H](CC[C@@H]2OC)CCN(C)C(=O)[C@H]1C | -0.6
Cc1cccc(S(=O)(=O)N2C[C@@H]3[C@H](c4ccccc42)[C@@H](CO)N3CC2CCCC2)c1 | 3.6
C[C@H](CO)N1C[C@H](C)[C@H](CN(C)Cc2ccc(F)cc2)Oc2ncc(-c3cncnc3)cc2C1=O | 0.1
CC(C)C#Cc1ccc2c(c1)O[C@@H](CN(C)S(C)(=O)=O)[C@@H](C)CN([C@@H](C)CO)S2(=O)=O | 0.7
C[C@@H]1CN([C@H](C)CO)C(=O)c2cc(C#CCC3CCCC3)cnc2O[C@@H]1CN(C)Cc1ccccn1 | -3.4
CCCNC(=O)[C@H]1[C@H](CO)[C@H]2Cn3c(cccc3=O)[C@@H]1N2C(=O)C1CC1 | -0.8
COC(=O)C[C@@H]1CC[C@H]2[C@@H](COc3ccc(NC(=O)Nc4ccc(C)cc4)cc3C(=O)N2C)O1 | 0.3
COc1ccc(-c2cn(CC[C@H]3CC[C@H](NC(=O)NC(C)C)[C@H](CO)O3)nn2)cc1 | 0.9
CCCNC(=O)N1[C@@H](CO)[C@@H]2c3ccccc3N(C)C[C@@H]21 | -1.7
O=C(C[C@@H]1C[C@@H]2c3cc(NC(=O)C4CCC4)ccc3O[C@@H]2[C@H](CO)O1)NCCc1ccccc1 | -0.2
COc1ccccc1CNC(=O)C[C@H]1CC[C@H]2[C@@H](COC[C@@H](O)CN2C(=O)Nc2ccccc2)O1 | -0.8

(further entries)
SMILES | BioA inh
C[C@H]1CN([C@@H](C)CO)C(=O)c2cc(NS(C)(=O)=O)ccc2O[C@H]1CN(C)Cc1ccncc1 | -0.1
Cc1noc(C)c1NC(=O)N(C)C[C@@H]1Oc2ccc(NC(=O)Nc3ccc(C(F)(F)F)cc3)cc2CC(=O)N([C@@H](C)CO)C[C@H]1C | -5.3
C[C@@H]1CCCCO[C@@H](CN(C)C(=O)C2CCCCC2)[C@H](C)CN([C@H](C)CO)C(=O)c2cc(NC(=O)CCCN(C)C)ccc2O1 | -3.4
O=C(c1ccncc1)N1CC[C@@H]2[C@@H](CO)Nc3ccc(Br)cc3[C@@H]21 | 48*
CCCC(O)C#Cc1cnc2c(c1)C(=O)N([C@H](C)CO)C[C@H](C)[C@H](CN(C)S(=O)(=O)c1ccc(OC)cc1)O2 (some centres not stated) | 0.6
COCC(=O)Nc1ccc2c(c1)OC[C@H](C)N(CCc1ccccc1)C[C@@H](C)[C@@H](OC)CN(C)C2=O | 1.0
CCCN(C)C[C@H]1OCc2cnnn2CCCC(=O)N([C@H](C)CO)C[C@H]1C | -1.9
CCN1[C@@H]2c3ccc(-c4cccc(F)c4)c(=O)n3C[C@@H]2[C@@H](CO)[C@@H]1C(=O)N[C@H](C)c1ccccc1 | 2.6
COc1ccc(S(=O)(=O)Nc2ccc3c(c2)C(=O)N([C@@H](C)CO)C[C@H](C)[C@@H](CN(C)Cc2ccncc2)OCCCC[C@H](C)O3)cc1 | 0.9
Cc1noc(C)c1NC(=O)N[C@H]1C=C[C@@H](CC(=O)Nc2ccc(-c3ccccc3)cc2)O[C@H]1CO | 2.4
CCC(=O)N[C@H]1CC[C@@H](CC(=O)NCc2ccccc2F)O[C@H]1CO | -0.2
O=C(C[C@@H]1CC[C@H]2[C@@H](COC[C@H](O)CN2Cc2cc(F)cc(F)c2)O1)Nc1nccs1 | 0.2
COc1ccccc1S(=O)(=O)N[C@@H]1C=C[C@H](CC(=O)NCc2cc(F)cc(F)c2)O[C@@H]1CO | -3.4
C/C=C/c1ccc2c(c1)O[C@H](CN(C)C(=O)Cc1ccccn1)[C@H](C)CN([C@H](C)CO)S2(=O)=O | -0.2
CCC(=O)Nc1ccc2c(c1)C(=O)N(C)C[C@H](OC)[C@@H](C)CN(Cc1ccccc1F)[C@H](C)CO2 | -0.9
C[C@@H]1CN([C@@H](C)CO)C(=O)c2cc(NC(=O)Cn3cnnn3)ccc2O[C@@H]1CN(C)S(=O)(=O)c1ccc(F)cc1 | -1.7
O=C(C[C@H]1C=C[C@H](NS(=O)(=O)c2ccccc2)[C@@H](CO)O1)NCc1ccc(Cl)c(Cl)c1 | 0.0
C[C@H](CO)N1C[C@H](C)[C@H](CN(C)C(=O)c2ccccc2)Oc2ncc(C3=CCCCC3)cc2C1=O | 3.2
CNC[C@@H]1Oc2c(NC(=O)Nc3c(C)noc3C)cccc2C(=O)N([C@@H](C)CO)C[C@@H]1C | -1.7
COc1ccc(S(=O)(=O)Nc2cccc3c2O[C@H](CN(C)Cc2ccc4c(c2)OCO4)[C@@H](C)CN([C@@H](C)CO)C3=O)cc1 | 3.7
CS(=O)(=O)Nc1ccc2c(c1)[C@H]1C[C@@H](CC(=O)NCc3ccncc3)O[C@H](CO)[C@H]1O2 | 1.6
C[C@@H]1CN([C@@H](C)CO)S(=O)(=O)c2ccc(-c3ccc(F)cc3)cc2O[C@@H]1CN(C)C(=O)Nc1ccccc1F | -0.2
C[C@H](CO)N1C[C@H](C)[C@@H](CN(C)C(=O)C2CC2)Oc2ncc(-c3cccc(C#N)c3)cc2C1=O | 0.2
COCC(=O)Nc1ccc2c(c1)C(=O)N(C)[C@@H]1CC[C@H](CC(=O)NCc3ccccc3F)O[C@H]1CO2 | -1.0
COc1ccc(NC(=O)N(C)C[C@H]2Oc3ccc(NC(=O)NC(C)C)cc3CC(=O)N([C@@H](C)CO)C[C@H]2C)cc1 | -1.5

Next part
SMILES | BioA inh
C[C@H]1CN([C@@H](C)CO)C(=O)c2cc(C#CC3(O)CCCC3)cnc2O[C@H]1CN(C)Cc1ccccn1 | -2.4
C[C@@H]1CCCCO[C@@H](CN(C)C(=O)CCCN(C)C)[C@@H](C)CN([C@H](C)CO)C(=O)c2cc(NS(=O)(=O)c3ccc(F)cc3)ccc2O1 | 2.7
Cc1ccccc1S(=O)(=O)N(C)C[C@H]1OCc2ccccc2-c2c(n(C)c3ccccc23)C(=O)N([C@@H](C)CO)C[C@H]1C | -1.1
COCC(=O)N1C[C@H](C)[C@@H](OC)CN(C)C(=O)c2cc(NC(=O)c3ccc(OC)cc3)ccc2OC[C@H]1C | -0.6
COc1ccc(NC(=O)N(C)C[C@H]2Oc3ccc(NC(=O)c4ccncc4)cc3CC(=O)N([C@@H](C)CO)C[C@@H]2C)cc1 | 0.9
CN(C)CC(=O)N[C@@H]1CC[C@@H](CCn2cc(CN(C)C)nn2)O[C@@H]1CO | -1.6
O=C1O[C@@H](c2ccccc2)[C@@H](c2ccccc2)N2[C@@H](c3ccc(O)cc3)[C@]3(C(=O)Nc4ccc(C#CC5(O)CCCCCC5)cc43)[C@@H](C(=O)NC[C@H](O)c3ccccc3)[C@H]12 | -0.1
C[C@@H]1CN([C@@H](C)CO)C(=O)c2cccc(NC(=O)Nc3ccc(C(F)(F)F)cc3)c2O[C@H]1CN(C)S(=O)(=O)c1ccc(Cl)cc1 | -1.5
CCCNC(=O)N(C)C[C@@H]1Oc2cc(C#Cc3ccccn3)ccc2S(=O)(=O)N([C@@H](C)CO)C[C@H]1C | 2.4
COc1ccc(C(=O)Nc2ccc3c(c2)C(=O)N(C)C[C@H](OC)[C@@H](C)CN(C)[C@H](C)CO3)cc1 | 1.1
C[C@H]1CN([C@@H](C)CO)C(=O)CCCn2cc(nn2)CO[C@@H]1CN(C)S(=O)(=O)c1ccccc1F | 0.2&-1.3
O=C(c1ccc(F)cc1)N1C[C@@H]2[C@H](c3ccccc31)[C@@H](CO)N2Cc1ccc2c(c1)OCO2 | -2.0
C[C@@H]1CN([C@@H](C)CO)C(=O)Cc2cc(NC(=O)NC3CCCCC3)ccc2O[C@H]1CN(C)Cc1ccc(C(F)(F)F)cc1 | -2.0
Cc1cccc(S(=O)(=O)N[C@H]2CC[C@@H](CCNC(=O)Nc3cc(F)ccc3F)O[C@@H]2CO)c1 | -3.2
O=C(C[C@H]1CC[C@H](NC(=O)Nc2ccc3c(c2)OCO3)[C@@H](CO)O1)NCc1ccc2c(c1)OCO2 | -2.0
O=C(N[C@H]1CC[C@@H](CCNC(=O)C2CCC2)O[C@H]1CO)c1ccncc1 | 0.0
C[C@@H]1CN([C@H](C)CO)C(=O)c2cc(NS(=O)(=O)c3ccc(Cl)cc3)ccc2O[C@@H](C)CCCCO[C@@H]1CN(C)S(=O)(=O)c1ccc(F)cc1 | -0.6
COc1ccc(S(=O)(=O)Nc2ccc3c(c2)C(=O)N([C@H](C)CO)C[C@@H](C)[C@@H](CN(C)C(=O)C2CCCCC2)OCCCC[C@H](C)O3)cc1 | 0.1
CN1CCN(C(=O)C[C@@H]2CC[C@H]3[C@@H](COC[C@H](O)CN3Cc3cccc(F)c3)O2)CC1 | -0.7
CCCNC(=O)C[C@@H]1CC[C@H]2[C@H](COc3ccc(NC(=O)CC)cc3C(=O)N2C)O1 | 1.4
C[C@@H]1CN([C@H](C)CO)C(=O)c2cc(NC(=O)CCN3CCOCC3)ccc2O[C@H]1CN(C)S(=O)(=O)c1ccc(Cl)cc1 | 0.2
CO[C@@H]1CN(C)C(=O)c2cc(NS(=O)(=O)c3cccc(F)c3)ccc2OC[C@@H](C)NC[C@H]1C | -0.7
CC(C)NC(=O)N(C)C[C@@H]1Oc2ccc(NS(C)(=O)=O)cc2C(=O)N([C@@H](C)CO)C[C@H]1C | 2.3
CC(=O)N1[C@@H]2c3ccc(C4=CCCC4)c(=O)n3C[C@H]1[C@H](CO)[C@H]2C(=O)NC1CCCCC1 | -2.4
N#C[C@H]1[C@@H](c2ccc(-c3ccccc3)cc2)[C@H](CO)N1C(=O)Cc1ccccc1 | -3.7
CO[C@H]1CN(C)C(=O)c2cc(NC(=O)Nc3c(C)noc3C)ccc2OC[C@@H](C)N(CCC(F)(F)F)C[C@H]1C | -2.4
CO[C@H]1CN(C)C(=O)c2cc(NS(=O)(=O)c3ccccc3C)ccc2OC[C@H](C)NC[C@@H]1C | -1.4
C[C@@H]1CN([C@H](C)CO)C(=O)Cc2cc(NC(=O)Nc3ccc(F)cc3)ccc2O[C@@H]1CN(C)S(=O)(=O)c1ccccc1 | 1.2
COc1ccc(S(=O)(=O)N(C)C[C@@H]2Oc3ccc(NC(=O)NC4CCCCC4)cc3CC(=O)N([C@@H](C)CO)C[C@@H]2C)cc1 | 3.5
C[C@@H]1CN([C@@H](C)CO)C(=O)c2c(c3ccccc3n2C)-c2ccccc2CO[C@@H]1CN(C)C(=O)[C@@H](Cc1ccccc1)N(C)C | -2.1

A second format for 2 compounds above.
| molecule | BioA inh |
| --- | --- |
| Cc1cccc(S(=O)(=O)N[C@H]2CC[C@@H](CCNC(=O)Nc3cc(F)ccc3F)O[C@@H]2CO)c1 | -3.2 |
| O=C(N[C@H]1CC[C@@H](CCNC(=O)C2CCC2)O[C@H]1CO)c1ccncc1 | 0.0 |

As a working copy, some entries already given:
SMILES | BioA inh
O=C(c1ccncc1)N1CC[C@@H]2[C@@H](CO)Nc3ccc(Br)cc3[C@@H]21 | 48*
CCCC(O)C#Cc1cnc2c(c1)C(=O)N([C@H](C)CO)C[C@H](C)[C@H](CN(C)S(=O)(=O)c1ccc(OC)cc1)O2 (some centres not stated) | 0.6
COCC(=O)Nc1ccc2c(c1)OC[C@H](C)N(CCc1ccccc1)C[C@@H](C)[C@@H](OC)CN(C)C2=O | 1.0
CCCN(C)C[C@H]1OCc2cnnn2CCCC(=O)N([C@H](C)CO)C[C@H]1C | -1.9
CCN1[C@@H]2c3ccc(-c4cccc(F)c4)c(=O)n3C[C@@H]2[C@@H](CO)[C@@H]1C(=O)N[C@H](C)c1ccccc1 | 2.6
COc1ccc(S(=O)(=O)Nc2ccc3c(c2)C(=O)N([C@@H](C)CO)C[C@H](C)[C@@H](CN(C)Cc2ccncc2)OCCCC[C@H](C)O3)cc1 | 0.9
Cc1noc(C)c1NC(=O)N[C@H]1C=C[C@@H](CC(=O)Nc2ccc(-c3ccccc3)cc2)O[C@H]1CO | 2.4
CCC(=O)N[C@H]1CC[C@@H](CC(=O)NCc2ccccc2F)O[C@H]1CO | -0.2
O=C(C[C@@H]1CC[C@H]2[C@@H](COC[C@H](O)CN2Cc2cc(F)cc(F)c2)O1)Nc1nccs1 | 0.2
COc1ccccc1S(=O)(=O)N[C@@H]1C=C[C@H](CC(=O)NCc2cc(F)cc(F)c2)O[C@@H]1CO | -3.4
C/C=C/c1ccc2c(c1)O[C@H](CN(C)C(=O)Cc1ccccn1)[C@H](C)CN([C@H](C)CO)S2(=O)=O | -0.2

Some of the compounds tested; count on the stated rates, not on these rows.
